# NSD2 inh: inhibitors of human NSD2, primary screen, biochemical, plate reader, single point; AID 624260, 2012; inhibition, % at 12.5 µM; NSD2-SET H3K36me1 DELFIA fluorescence; Histone-lysine N-methyltransferase NSD2 (Homo sapiens), O96028; 44,000 tested, 0.07% active; in the data active = inhibition above about 54%, passing the limit was not always enough;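 note: inhibitors reduce the monomethyl H3K36 fluorescence signal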
# Target sequence (O96028 whole entry, looked up): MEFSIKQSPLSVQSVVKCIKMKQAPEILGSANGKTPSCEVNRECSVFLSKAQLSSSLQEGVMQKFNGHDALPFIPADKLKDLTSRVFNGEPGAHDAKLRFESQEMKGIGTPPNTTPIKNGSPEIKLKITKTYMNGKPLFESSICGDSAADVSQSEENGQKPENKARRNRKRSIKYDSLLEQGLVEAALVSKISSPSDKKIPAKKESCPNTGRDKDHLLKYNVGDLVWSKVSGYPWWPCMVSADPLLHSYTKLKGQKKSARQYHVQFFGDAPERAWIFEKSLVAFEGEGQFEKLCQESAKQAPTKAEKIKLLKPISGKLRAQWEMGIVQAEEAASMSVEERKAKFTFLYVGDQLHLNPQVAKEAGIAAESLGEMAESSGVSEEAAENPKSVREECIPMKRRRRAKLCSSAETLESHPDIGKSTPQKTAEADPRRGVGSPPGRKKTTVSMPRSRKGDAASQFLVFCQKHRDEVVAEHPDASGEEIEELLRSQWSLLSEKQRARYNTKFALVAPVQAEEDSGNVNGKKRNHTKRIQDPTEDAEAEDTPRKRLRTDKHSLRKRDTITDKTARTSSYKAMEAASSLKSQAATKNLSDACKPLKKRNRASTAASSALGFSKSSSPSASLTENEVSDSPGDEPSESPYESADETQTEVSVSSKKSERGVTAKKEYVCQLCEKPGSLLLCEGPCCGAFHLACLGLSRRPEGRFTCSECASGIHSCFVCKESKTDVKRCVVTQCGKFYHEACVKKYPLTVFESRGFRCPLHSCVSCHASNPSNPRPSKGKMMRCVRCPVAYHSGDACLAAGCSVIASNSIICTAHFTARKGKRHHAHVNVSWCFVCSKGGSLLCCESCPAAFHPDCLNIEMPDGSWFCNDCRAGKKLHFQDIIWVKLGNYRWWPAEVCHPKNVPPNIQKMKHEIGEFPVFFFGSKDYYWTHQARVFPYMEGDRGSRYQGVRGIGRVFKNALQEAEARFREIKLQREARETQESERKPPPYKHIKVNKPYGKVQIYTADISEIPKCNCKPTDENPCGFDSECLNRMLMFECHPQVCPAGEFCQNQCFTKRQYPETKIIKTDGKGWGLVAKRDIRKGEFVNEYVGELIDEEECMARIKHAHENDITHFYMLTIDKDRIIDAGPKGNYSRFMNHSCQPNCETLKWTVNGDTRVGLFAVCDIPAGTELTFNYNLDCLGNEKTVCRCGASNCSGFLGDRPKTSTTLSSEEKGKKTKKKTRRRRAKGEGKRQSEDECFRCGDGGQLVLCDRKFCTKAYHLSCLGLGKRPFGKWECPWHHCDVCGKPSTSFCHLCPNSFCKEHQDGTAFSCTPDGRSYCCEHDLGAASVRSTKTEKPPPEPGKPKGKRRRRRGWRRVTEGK
# Starred values were filed as active, the others as inactive; & = joins results of further samples. Some of the compounds tested (hit frequency here may not be typical).
NSD2 inh	canonical_smiles
1	COc1cc(-c2ccc(=O)[nH]n2)ccc1OC(F)F
5	CCCNC(=O)N(C)C[C@H]1Oc2cc(C#C[C@H](C)O)ccc2S(=O)(=O)N([C@@H](C)CO)C[C@H]1C
6	C[C@@H]1CN([C@H](C)CO)C(=O)c2cc(N(C)C)ccc2O[C@@H](C)CCCCO[C@@H]1CN(C)C(=O)NC1CCCCC1
-2	C[C@@H]1CCCCO[C@H](CN(C)C(=O)Nc2ccccc2)[C@@H](C)CN([C@H](C)CO)C(=O)c2cc(NC(=O)Nc3ccc4c(c3)OCO4)ccc2O1
-3	C[C@@H]1CCCCO[C@@H](CN(C)Cc2ccc3c(c2)OCO3)[C@@H](C)CN([C@@H](C)CO)C(=O)c2cc(NC(=O)C3CCCCC3)ccc2O1
-2	Cc1ccccc1-n1c(C)cc(/C=C2\NC(=O)NC2=O)c1C
6	C[C@@H]1CCCCO[C@H](CN(C)S(=O)(=O)c2ccc(F)cc2)[C@@H](C)CN([C@@H](C)CO)C(=O)c2cc(NC(=O)C3CCCCC3)ccc2O1
7	COc1ccc(CN(C)C[C@H]2Oc3ccc(NS(=O)(=O)c4ccccc4)cc3C(=O)N([C@@H](C)CO)C[C@H]2C)cc1
-2	C[C@@H]1CN([C@H](C)CO)C(=O)c2cc(NC(=O)Cn3cnnn3)ccc2O[C@@H]1CN(C)Cc1ccc(-c2ccccc2)cc1
6	COC(=O)C[C@H]1C[C@H]2c3cc(NC(=O)Nc4ccc(OC)cc4)ccc3O[C@H]2[C@H](CO)O1
0	Cc1noc(C)c1NC(=O)N(C)C[C@H]1Oc2ccc(NS(=O)(=O)c3cn(C)cn3)cc2C(=O)N([C@H](C)CO)C[C@H]1C
3	CC(C)NC(=O)Nc1ccc2c(c1)C(=O)N([C@@H](C)CO)C[C@H](C)[C@H](CN(C)C(=O)CCC(F)(F)F)OCCCC[C@H](C)O2
-5	C[C@@H]1CN([C@@H](C)CO)C(=O)c2cccc(NC(=O)Nc3ccc(C(F)(F)F)cc3)c2O[C@H]1CN(C)Cc1ccc(C(F)(F)F)cc1
1	Cc1noc(C)c1NC(=O)Nc1ccc2c(c1)C(=O)N([C@H](C)CO)C[C@@H](C)[C@H](CN(C)C(=O)C1CCCCC1)OCCCC[C@@H](C)O2
1	C[C@H]1CN([C@@H](C)CO)C(=O)c2cc(NC(=O)Nc3ccc(F)cc3)ccc2O[C@@H]1CN(C)S(=O)(=O)c1cccs1

# Given tab-delimited: four of the compounds above
molecule	NSD2 inh
C[C@@H]1CN([C@H](C)CO)C(=O)c2cc(NC(=O)Cn3cnnn3)ccc2O[C@@H]1CN(C)Cc1ccc(-c2ccccc2)cc1	-2
COC(=O)C[C@H]1C[C@H]2c3cc(NC(=O)Nc4ccc(OC)cc4)ccc3O[C@H]2[C@H](CO)O1	6
Cc1noc(C)c1NC(=O)N(C)C[C@H]1Oc2ccc(NS(=O)(=O)c3cn(C)cn3)cc2C(=O)N([C@H](C)CO)C[C@H]1C	0
CC(C)NC(=O)Nc1ccc2c(c1)C(=O)N([C@@H](C)CO)C[C@H](C)[C@H](CN(C)C(=O)CCC(F)(F)F)OCCCC[C@H](C)O2	3

# (further entries)
NSD2 inh	canonical_smiles
-7	C[C@@H]1CCCCO[C@H](CN(C)Cc2ccc(Cl)c(Cl)c2)[C@H](C)CN([C@@H](C)CO)C(=O)c2cc(NS(=O)(=O)c3ccc(F)cc3)ccc2O1
0	CC(C)CC#Cc1ccc2c(c1)O[C@@H](CN(C)C(=O)CN(C)C)[C@@H](C)CN([C@@H](C)CO)S2(=O)=O
3	C[C@H](CO)N1C[C@H](C)[C@H](CN(C)S(=O)(=O)c2cccs2)Oc2ccc(NS(C)(=O)=O)cc2CC1=O
5	C[C@@H]1CN([C@@H](C)CO)C(=O)c2cc(NS(=O)(=O)c3ccccc3)ccc2O[C@@H]1CN(C)Cc1ccc(C(=O)O)cc1
20	C[C@@H]1CN([C@H](C)CO)C(=O)c2cc(NS(=O)(=O)c3cccs3)ccc2O[C@H]1CN(C)S(=O)(=O)c1ccccc1
3	Cc1noc(C)c1NC(=O)N(C)C[C@@H]1Oc2c(NC(=O)Nc3ccccc3)cccc2C(=O)N([C@@H](C)CO)C[C@@H]1C
6	Cc1noc(C)c1S(=O)(=O)Nc1ccc2c(c1)CC(=O)N([C@@H](C)CO)C[C@H](C)[C@@H](CN(C)Cc1ccc(C(=O)O)cc1)O2
-3	C[C@H](CO)N1C[C@H](C)[C@@H](CN(C)Cc2ccccc2)Oc2ccc(NS(=O)(=O)c3ccccc3)cc2CC1=O
-7	Cc1ccc(-c2ccc3c(c2)O[C@@H](CN(C)C(=O)C2CC2)[C@@H](C)CN([C@H](C)CO)S3(=O)=O)cc1
-2	COc1ccc(NC(=O)N(C)C[C@H]2Oc3ccc(NS(=O)(=O)c4c(C)noc4C)cc3C(=O)N([C@@H](C)CO)C[C@@H]2C)cc1
5	C[C@H](CO)N1C[C@H](C)[C@@H](CN(C)Cc2ccncc2)Oc2ncc(-c3ccc(C#N)cc3)cc2C1=O
0	Cc1noc(C)c1NC(=O)N(C)C[C@@H]1Oc2ccc(NC(=O)CCC(F)(F)F)cc2CC(=O)N([C@@H](C)CO)C[C@H]1C
4	C[C@H]1CN([C@@H](C)CO)C(=O)c2cc(-c3cccnc3)cnc2O[C@H]1CN(C)C(=O)Cc1cccnc1
3	C[C@@H]1CN([C@@H](C)CO)C(=O)c2cc(-c3ccc(C#N)cc3)cnc2O[C@@H]1CN(C)Cc1cccnc1
-4	C[C@@H]1CN([C@H](C)CO)C(=O)c2cc(NC(=O)Cn3cnnn3)ccc2O[C@@H]1CN(C)Cc1ccc(Oc2ccccc2)cc1
2	C[C@H](CO)N1C[C@H](C)[C@H](CN(C)S(=O)(=O)c2ccc(F)cc2)Oc2cc(C3=CCCC3)ccc2S1(=O)=O
2	CC(C)NC(=O)Nc1ccc2c(c1)C(=O)N([C@@H](C)CO)C[C@@H](C)[C@H](CN(C)S(=O)(=O)c1cn(C)cn1)O2
-8	CC(C)NC(=O)Nc1ccc2c(c1)CC(=O)N([C@@H](C)CO)C[C@H](C)[C@@H](CN(C)Cc1ccc(C(=O)Nc3ccccc3N)cc1)O2
-6	C[C@H](CO)N1C[C@H](C)[C@@H](CN(C)S(=O)(=O)c2cccs2)Oc2ccc(NC(=O)CCCCCC(=O)Nc3ccccc3N)cc2C1=O
4	C[C@@H]1CN([C@H](C)CO)C(=O)Cc2cc(NC(=O)Cn3cnnn3)ccc2O[C@H]1CN(C)C(=O)NC1CCCCC1
3	C[C@@H]1CN([C@H](C)CO)C(=O)c2cc(NC(=O)CCC(F)(F)F)ccc2O[C@@H](C)CCCCO[C@H]1CN(C)C(=O)Nc1cccc2ccccc12
7	C[C@@H]1CN([C@@H](C)CO)C(=O)c2cc(C#Cc3ccc(F)cc3)cnc2O[C@H]1CN(C)C(=O)c1ccccc1F
2&4	C[C@H](CO)N1C[C@H](C)[C@H](CN(C)S(=O)(=O)c2cn(C)cn2)Oc2ncc(C#CCN(C)C)cc2C1=O
0	CCN1CCC[C@H]1CNC(=O)c1c(OC)ccc(Br)c1OC
4	COC(=O)c1c(C)[nH]c(C)c1/C=C(\C#N)S(=O)(=O)c1ccc(Cl)cc1
-9	C[C@H]1CCCCO[C@H](CN(C)C)[C@@H](C)CN([C@@H](C)CO)C(=O)c2cc(NS(=O)(=O)c3cccs3)ccc2O1
-1	Cc1ccc(S(=O)(=O)C2CS(=O)(=O)c3ccccc32)cc1 (stereo not drawn)
-5	CCCNC(=O)C[C@H]1C[C@H]2c3cc(NC(=O)C4CCOCC4)ccc3O[C@H]2[C@H](CO)O1
5	COc1ccc(NC(=O)Nc2ccc3c(c2)C(=O)N([C@H](C)CO)C[C@H](C)[C@H](CN(C)C(=O)Nc2ccccc2)O3)cc1
0	COc1ccc(/C=N/NC(=O)CCCCCCC(=O)Nc2ccccc2O)cc1OC

# Some values from above.
# COc1ccc(/C=N/NC(=O)CCCCCCC(=O)Nc2ccccc2O)cc1OC in NSD2 inh shows 0
# CC(C)NC(=O)Nc1ccc2c(c1)CC(=O)N([C@@H](C)CO)C[C@H](C)[C@@H](CN(C)Cc1ccc(C(=O)Nc3ccccc3N)cc1)O2 in NSD2 inh shows -8

# More entries follow.
NSD2 inh	canonical_smiles
-3	C[C@@H]1CN([C@H](C)CO)C(=O)c2cccc(NC(=O)Nc3cccc4ccccc34)c2O[C@H]1CN(C)C(=O)Nc1cccc2ccccc12
5	O=C(NO)c1ccc(C(=O)N/N=C/c2ccco2)cc1
-9	C[C@@H]1CCCCO[C@@H](CN(C)C(=O)Nc2ccccc2)[C@H](C)CN([C@H](C)CO)C(=O)c2cc(NC(=O)Cc3ccccc3)ccc2O1
2	C[C@H](CO)N1C[C@H](C)[C@H](CN(C)S(=O)(=O)c2cn(C)cn2)Oc2ccc(N(C)C)cc2C1=O
2&4	COC(=O)c1ccc([C@H]2C=C(C(=O)O)O[C@@H](OCCCCO)C2)cc1
-3	Cc1noc(C)c1NC(=O)N(C)C[C@H]1OCCCC[C@@H](C)Oc2ccc(NC(=O)Nc3ccccc3)cc2C(=O)N([C@H](C)CO)C[C@@H]1C
1	CNC[C@H]1Oc2c(cccc2N(C)C)C(=O)N([C@@H](C)CO)C[C@H]1C
4	C[C@@H]1CCCCO[C@@H](CN(C)Cc2ccc(C(F)(F)F)cc2)[C@H](C)CN([C@@H](C)CO)C(=O)c2cc(NS(=O)(=O)c3ccc(Cl)cc3)ccc2O1
3	COc1ccc(S(=O)(=O)Nc2ccc3c(c2)CC(=O)N([C@H](C)CO)C[C@@H](C)[C@H](CN(C)Cc2ccncc2)O3)cc1
8	C[C@@H]1CN([C@H](C)CO)C(=O)CCCn2cc(nn2)CO[C@H]1CN(C)C(=O)Nc1ccccc1C(F)(F)F
-3	CC(C)Cn1c(=O)n(C)c(=O)c2[nH]cnc21
-1	C[C@@H]1CN([C@H](C)CO)C(=O)c2cc(-c3ccccc3F)cnc2O[C@@H]1CN(C)C(=O)NC1CCCC1
-3	C[C@@H]1CN([C@@H](C)CO)C(=O)Cc2cc(NC(=O)c3ccncc3)ccc2O[C@H]1CN(C)C(=O)NC1CCCCC1
-2	C/C=C/c1ccc2c(c1)O[C@@H](CN(C)Cc1ccc(C(=O)O)cc1)[C@@H](C)CN([C@@H](C)CO)S2(=O)=O
11	C[C@@H]1CN([C@H](C)CO)C(=O)c2c(c3ccccc3n2C)-c2ccccc2CO[C@H]1CN(C)C

# Reformatted in CSV form: part of the list above.
SMILES,NSD2 inh
CCCNC(=O)C[C@H]1C[C@H]2c3cc(NC(=O)C4CCOCC4)ccc3O[C@H]2[C@H](CO)O1,-5
COc1ccc(NC(=O)Nc2ccc3c(c2)C(=O)N([C@H](C)CO)C[C@H](C)[C@H](CN(C)C(=O)Nc2ccccc2)O3)cc1,5
COc1ccc(/C=N/NC(=O)CCCCCCC(=O)Nc2ccccc2O)cc1OC,0

# (cont.)
NSD2 inh	canonical_smiles
3	C[C@@H]1CN([C@H](C)CO)C(=O)c2cc(NS(=O)(=O)c3cccs3)ccc2O[C@@H](C)CCCCO[C@@H]1CN(C)C(=O)CCC(F)(F)F
1	CC(C)NC(=O)Nc1cccc2c1O[C@H](CN(C)CC1CC1)[C@@H](C)CN([C@@H](C)CO)C2=O
1	C[C@@H]1CCCCO[C@@H](CN(C)C(=O)CCC(F)(F)F)[C@@H](C)CN([C@H](C)CO)C(=O)c2cc(NC(=O)NC3CCCCC3)ccc2O1
-6	C[C@@H]1CCCCO[C@@H](CN(C)S(=O)(=O)c2ccc(F)cc2)[C@@H](C)CN([C@H](C)CO)C(=O)c2cc(NC(=O)Nc3ccccc3)ccc2O1
8	C[C@@H]1CN([C@@H](C)CO)S(=O)(=O)c2ccc(Br)cc2O[C@@H]1CN(C)C(=O)c1cnccn1
1	COc1cccc(S(=O)(=O)N(C)C[C@@H]2OCc3cn(nn3)CCCC(=O)N([C@H](C)CO)C[C@@H]2C)c1
0	C[C@@H]1CN([C@@H](C)CO)C(=O)c2cccc(NC(=O)c3cnccn3)c2O[C@H]1CN(C)Cc1ccncc1
-2	CN1CCN(C(=O)C[C@@H]2C[C@@H]3c4cc(NC(=O)Nc5ccccc5)ccc4O[C@@H]3[C@@H](CO)O2)CC1
-5	C[C@H]1CN([C@@H](C)CO)C(=O)c2cccc(NS(=O)(=O)c3ccc(Cl)cc3)c2O[C@H]1CN(C)S(=O)(=O)c1ccccc1
4	C[C@H]1CN([C@@H](C)CO)C(=O)c2cc(N(C)C)ccc2O[C@@H]1CN(C)Cc1ccc(C(=O)O)cc1
-1	C[C@H](CO)N1C[C@H](C)[C@H](CN(C)Cc2ccc(C(F)(F)F)cc2)Oc2ccc(NS(=O)(=O)c3cccs3)cc2CC1=O
-1	C[C@@H]1CCCCO[C@@H](CN(C)C)[C@H](C)CN([C@@H](C)CO)C(=O)c2cc(NC(=O)Nc3ccccc3)ccc2O1
-3	COc1ccc(S(=O)(=O)Nc2ccc3c(c2)C(=O)N([C@H](C)CO)C[C@H](C)[C@@H](CN(C)Cc2ccc(C(F)(F)F)cc2)OCCCC[C@H](C)O3)cc1
-1	COc1ccc(S(=O)(=O)N(C)C[C@H]2Oc3c(NC(=O)C4CCOCC4)cccc3C(=O)N([C@@H](C)CO)C[C@H]2C)cc1
4	COc1ccc(NC(=O)Nc2ccc3c(c2)CC(=O)N([C@H](C)CO)C[C@@H](C)[C@@H](CN(C)Cc2ccc4c(c2)OCO4)O3)cc1
-4	C[C@@H]1CN([C@@H](C)CO)C(=O)CCCn2cc(nn2)CO[C@H]1CN(C)Cc1ccccc1C(=O)O
2	CCN(CC)CC(=O)Nc1c(C)cccc1C
4	C[C@H](CO)N1C[C@H](C)[C@H](CN(C)Cc2ccc(C(=O)O)cc2)OCCCC[C@H](C)Oc2ccc(NS(=O)(=O)c3cccs3)cc2C1=O
1	Cc1ccc(S(=O)(=O)Nc2ccc3c(c2)C(=O)N([C@@H](C)CO)C[C@H](C)[C@H](CN(C)C)OCCCC[C@@H](C)O3)cc1
-8	C[C@H]1CN([C@@H](C)CO)S(=O)(=O)c2ccc(Br)cc2O[C@H]1CN(C)C(=O)C1CCC1

# Source: PubChem (Broad Institute)
